Screening data as filed in PubChem BioAssay.
MEP2 TOR yeast = modulators of MEP2-GFP levels in yeast, primary screen, S. cerevisiae, multiplex flow cytometry, MLPCN library; actives 0.51% (n = 330,000); S. cerevisiae MEP2-GFP strain, 3 h; 100% = DMSO control level; GFP response vs DMSO, % at 10 µM;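 active = GFP response versus DMSO above a set limit, roughly screen mean plus 3 SD, cut at about 180% in these data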;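 also: median GFP fluorescence of the barcode-gated MEP2-GFP cells per well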
CR mimetic SO = reduction of superoxide in aged yeast, primary screen, HTS; actives 0.18% (n = 330,000); S. cerevisiae aged cells, superoxide DHE fluorescence; active compounds read low; superoxide response (% of plate mean), % at 10 µM; AID 2690, 2010;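 active = superoxide response under a set limit, about three screen SD below normal, cut at about 65% in these data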;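 also: yeast aged for seven days with compound at 30 °C before DHE staining; 100% = average MFI of all compound-treated wells on the plate with controls excluded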
RPL19A-GFP yeast = RPL19A-GFP expression modulators in yeast, primary screen, cell-based, S. cerevisiae, multiplex flow cytometry, MLPCN; S. cerevisiae RPL19A-GFP strain, 3 h; active compounds read low; percent response vs DMSO, % at 10 µM; actives 0.3% (n = 330,000);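 active = percent response vs DMSO below 50%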;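 also: median channel GFP fluorescence of the barcoded RPL19A-GFP strain; ratio of sample median GFP to plate DMSO average so 100% = DMSO; lower means less RPL19A-GFP as with rapamycin TOR inhibition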
Efflux pump mplx = inhibitors of Candida efflux pumps in yeast, primary screen, S. cerevisiae, Nile Red, multiplex | S. cerevisiae Candida pump triplex | inhibition, % at 10 µM | actives 0.44% (n = 330,000);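 active = plate passing quality check with inhibition over a set limit, or well fluorescence over plate mean plus 4 SD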;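 also: Nile Red retained in pooled yeast measured as flow cytometry median fluorescence; 0% = buffer negative control and 100% = Enniatin B positive control; higher means more Nile Red kept so more efflux inhibition; some compounds called inactive have numbers as strong as hits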
LAP4 TOR yeast = modulators of LAP4-GFP expression in yeast, primary screen, S. cerevisiae, multiplex flow cytometry, MLPCN library; 3 h; median GFP as percent of DMSO wells; GFP response vs DMSO, % at 10 µM; actives 0.34% (n = 320,000); AID 2023, 2009;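 active = GFP response vs DMSO above a set limit, about the screen mean plus 3 SD, cut at about 150% in these data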
AHR activator = AHR activators, primary screen, cell-based, luminescence, luciferase reporter, human. actives 2.5% (n = 320,000). AHR-responsive luciferase reporter cells. activation, % at 5 µM. Aryl hydrocarbon receptor (Homo sapiens), P35869. AID 2796, 2010; in the data active = activation above about 47%;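 also: 0% = vehicle wells and 100% = reference agonist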
Target sequence (P35869 whole entry, looked up): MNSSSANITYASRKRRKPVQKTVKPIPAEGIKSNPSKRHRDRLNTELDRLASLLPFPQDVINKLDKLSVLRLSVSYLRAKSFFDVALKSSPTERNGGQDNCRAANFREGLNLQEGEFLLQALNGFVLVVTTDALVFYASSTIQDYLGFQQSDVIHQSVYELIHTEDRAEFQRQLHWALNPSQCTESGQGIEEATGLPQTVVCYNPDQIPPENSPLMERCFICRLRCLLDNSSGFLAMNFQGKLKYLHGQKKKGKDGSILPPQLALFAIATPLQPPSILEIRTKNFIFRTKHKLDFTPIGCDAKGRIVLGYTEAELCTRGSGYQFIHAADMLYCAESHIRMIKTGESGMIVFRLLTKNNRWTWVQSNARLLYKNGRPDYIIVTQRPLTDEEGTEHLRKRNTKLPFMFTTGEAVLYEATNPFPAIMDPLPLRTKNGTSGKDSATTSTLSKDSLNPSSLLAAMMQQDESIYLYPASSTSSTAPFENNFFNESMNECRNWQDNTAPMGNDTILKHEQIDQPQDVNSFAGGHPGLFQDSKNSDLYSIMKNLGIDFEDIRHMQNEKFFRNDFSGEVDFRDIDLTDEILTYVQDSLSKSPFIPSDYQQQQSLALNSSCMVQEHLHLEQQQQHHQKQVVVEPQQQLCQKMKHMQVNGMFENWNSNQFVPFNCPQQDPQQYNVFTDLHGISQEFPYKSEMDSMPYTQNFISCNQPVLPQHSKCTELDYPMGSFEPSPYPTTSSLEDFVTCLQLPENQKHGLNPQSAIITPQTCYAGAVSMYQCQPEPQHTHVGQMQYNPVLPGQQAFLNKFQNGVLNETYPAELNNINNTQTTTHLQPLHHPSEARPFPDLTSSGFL
AGP1 TOR yeast = modulators of AGP1-GFP expression in yeast TOR pathway, primary screen, cell-based, multiplex flow cytometry, S. cerevisiae, MLPCN library | 3 h; GFP as percent of DMSO wells | GFP response vs DMSO, % at 10 µM | actives 0.02% (n = 320,000) | AID 2066, 2009;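 active = GFP response relative to DMSO above a set limit, near screen average plus 3 SD, cut at about 150% in these data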;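 also: median GFP channel fluorescence of the gated AGP1 strain per well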
CIT2 TOR yeast = modulators of CIT2-GFP expression in yeast, primary screen, S. cerevisiae, GFP fusion, multiplex flow cytometry, MLPCN library; S. cerevisiae CIT2-GFP strain, 3 h; 100 means same as DMSO wells; GFP response vs DMSO, % at 10 µM; actives 0.065% (n = 320,000); AID 2029, 2009;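 active = GFP response relative to DMSO above a set limit, near the screen mean plus 3 SD, cut at about 150% in these data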;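 also: ratio of well median GFP fluorescence to mean of DMSO wells on the plate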
Starred values were filed as active, the others as inactive; · = no result given.

No.	Molecule	CR mimetic SO	AHR activator	RPL19A-GFP yeast	Efflux pump mplx	LAP4 TOR yeast	MEP2 TOR yeast	CIT2 TOR yeast	AGP1 TOR yeast
1	O=C1CCCN1c1ccc(S(=O)(=O)Oc2ccc(Cl)cc2)cc1[N+](=O)[O-]	103	2	105	0.1	105	114	96	104
2	CCn1cc(C(=O)OCC(=O)N2C(C)CCCC2C)c(=O)c2ccc(C)nc21 (stereo not drawn)	102	0	94	0.1	96	101	91	98
3	Cc1ccc2c(c1)NCC(C(=O)NC1CCC(C)CC1)O2 (stereo not drawn)	95	4	97	-0.1	96	95	87	99
4	COc1ccc(CNC(=O)CN(C(=O)CCC(=O)Nc2ccccn2)c2ccc3c(c2)OCO3)cc1	88	3	98	-0.1	89	99	104	97
5	CC(C)COP(=O)(c1ccc(N(C)C)cc1)C(Nc1ccccc1)c1ccccc1 (stereo not drawn)	100	-1	97	0.4	97	91	88	119
6	COc1ccc(Cc2[nH]n3c(=O)cc(C(C)C)nc3c2-c2ccccc2)cc1	91	0	93	0.5	96	93	97	96
7	CC(C)Oc1ccc(C(CC(=O)O)NC(=O)Cc2ccccc2)cc1 (stereo not drawn)	112	-1	104	0.0	88	96	108	103
8	CC(C)(C)c1cc(-c2ccccc2)no1	109	-2	102	0.0	104	101	111	104
9	O=c1oc2ccccc2c(O)c1CN1CCCCC1	118	4	104	0.0	100	104	109	101
10	CCOc1ccc(-n2c(SCC(=O)c3c(N)n(C)c(=O)n(C)c3=O)nnc2-c2cccnc2)cc1	99	1	99	-0.1	108	103	98	96
11	Cc1ccc(CNC(=O)c2ccc(N3CCC4(CC3)CC(c3ccccc3)=NO4)c(NC(=O)c3ccc(Cl)c([N+](=O)[O-])c3)c2)cc1	99	-1	100	0.1	90	108	103	100
12	CC1CCCCN1S(=O)(=O)c1cnc(Cl)c(Br)c1 (stereo not drawn)	115	36	96	0.0	116	105	90	105
13	O=[N+]([O-])c1ccccc1OCCCN1CCc2ccccc2C1	93	7	103	-0.1	86	97	106	104
14	CCOc1ccc(N(CC(=O)Nc2ccccc2C(=O)N2CCCC2)S(C)(=O)=O)cc1	110	1	104	0.2	93	102	100	100
15	Cc1ccc(Nc2nnc(SC(C)C(=O)NCC3CCCO3)s2)cc1C (stereo not drawn)	101	11	96	0.0	106	102	105	110
16	Cc1ccc(S(=O)(=O)N2CCCCC2)cc1NC(=O)Cn1ccc(C(F)(F)F)n1	100	1	99	-0.1	99	107	106	106
17	COc1ccc2[nH]c(C(=O)O)c(NS(=O)(=O)c3ccc(Cl)s3)c2c1	98	5	99	0.0	110	113	90	103
18	CC1CCC2(CC1)NC(=O)N(CC(=O)NC(C)c1ccc(F)c(F)c1)C2=O (stereo not drawn)	89	0	97	0.0	97	97	104	99
19	O=C(CN1CCN(S(=O)(=O)c2ccccc2)CC1)NC(=O)NCc1ccccc1	94	-1	102	0.0	103	102	97	103
20	CCCCn1c(SCC(=O)O)nc2ccccc21	123	2	100	0.2	106	98	97	104

Fetched by compound from the entries so far, 2 records:
No.	Molecule	CR mimetic SO	AHR activator	RPL19A-GFP yeast	Efflux pump mplx	LAP4 TOR yeast	MEP2 TOR yeast	CIT2 TOR yeast	AGP1 TOR yeast
17	COc1ccc2[nH]c(C(=O)O)c(NS(=O)(=O)c3ccc(Cl)s3)c2c1	98	5	99	0.0	110	113	90	103
2	CCn1cc(C(=O)OCC(=O)N2C(C)CCCC2C)c(=O)c2ccc(C)nc21 (stereo not drawn)	102	0	94	0.1	96	101	91	98

Continuation:
No.	Molecule	CR mimetic SO	AHR activator	RPL19A-GFP yeast	Efflux pump mplx	LAP4 TOR yeast	MEP2 TOR yeast	CIT2 TOR yeast	AGP1 TOR yeast
21	COc1cccc(-n2nnnc2SCC(=O)NC2CCCC2)c1	95	2	98	0.1	101	107	99	103
22	COc1ccc(C(O)c2nccn2C)cc1 (stereo not drawn)	107	8	99	0.0	97	108	102	102
23	COc1cccc2cc(C(=O)NCc3ccco3)c(=Nc3ccc(C(=O)O)cc3)oc12	84	-2	99	0.2	99	101	103	102
24	COc1ccccc1NC(=O)Cn1cnc2c(cnn2-c2ccc(C)c(C)c2)c1=O	100	6	102	0.0	121	99	105	95
25	CCN(C(=O)CN1CCN(c2cccc(C(F)(F)F)c2)CC1)c1c(N)n(Cc2ccccc2)c(=O)[nH]c1=O	97	-2	100	0.0	104	107	108	107
26	O=C(COC(=O)c1cc(Cl)ccc1O)Nc1ccc2c(c1)OCCO2	122	1	99	0.0	106	104	84	101
27	CC(=O)Nc1nnc(CSCc2ccc(F)cc2)s1	115	1	104	0.0	123	103	103	122
28	Cc1ccc(N(C(C)C(=O)Nc2cccc(N(C)S(C)(=O)=O)c2)S(C)(=O)=O)cc1 (stereo not drawn)	101	3	96	0.2	101	102	94	98
29	Cn1nnnc1SCC(=O)NNC(=O)c1ccc(Br)cc1	98	-1	99	-0.2	109	105	106	105
30	CC(C)=CCN1CCN(CCCn2cccn2)CC1CCO (stereo not drawn)	88	-2	112	-0.1	97	113	113	109
31	Cc1cccc(OCc2nc3ccccc3c(=O)n2N)c1	99	21	96	0.1	95	93	77	96
32	CCCC1C2C(=O)N(c3cccc(C)c3)C(=O)C2ON1c1ccccc1 (stereo not drawn)	86	-1	103	-0.2	107	99	99	109
33	Cc1[nH]n(-c2ccccc2)c(=O)c1C=Nc1cccc2cccnc12	104	42	95	-0.4	105	94	93	98
34	O=C(O)c1cccc(Cn2c(Cl)c(/C=N/NC(=O)c3ccccc3)sc2=O)c1	104	-1	101	0.0	105	113	102	107
35	CN(CC(=O)Nc1cccc(F)c1)CC(=O)Nc1ccccc1-c1ccccc1	114	1	97	0.1	93	100	109	96
36	CNC(=S)N(CCc1c(C)[nH]c2ccc(Cl)cc12)Cc1cc(OC)c(OC)c(OC)c1	96	17	98	0.1	107	94	96	97
37	CCN(CC)CCNC(=O)Cn1ncc2ccccc2c1=O	95	0	96	-0.1	99	88	100	103
38	COc1cc(/C=N/NC(=O)c2cccc(S(=O)(=O)N3CCCC3)c2)ccc1O	100	0	96	0.0	79	91	109	101
39	Cc1cc(NS(=O)(=O)c2ccc(NC(=O)C3CCCCC3)cc2)no1	108	0	103	-0.1	93	101	111	102
40	COc1cc(C)c(CN2CCC(n3nccc3NC(=O)C3CCOC3)CC2)cc1C (stereo not drawn)	94	2	100	0.0	91	100	104	100

Some of these compounds in order of number of heavy atoms, rising:
No.	Molecule	CR mimetic SO	AHR activator	RPL19A-GFP yeast	Efflux pump mplx	LAP4 TOR yeast	MEP2 TOR yeast	CIT2 TOR yeast	AGP1 TOR yeast
22	COc1ccc(C(O)c2nccn2C)cc1 (stereo not drawn)	107	8	99	0.0	97	108	102	102
27	CC(=O)Nc1nnc(CSCc2ccc(F)cc2)s1	115	1	104	0.0	123	103	103	122
29	Cn1nnnc1SCC(=O)NNC(=O)c1ccc(Br)cc1	98	-1	99	-0.2	109	105	106	105
30	CC(C)=CCN1CCN(CCCn2cccn2)CC1CCO (stereo not drawn)	88	-2	112	-0.1	97	113	113	109
21	COc1cccc(-n2nnnc2SCC(=O)NC2CCCC2)c1	95	2	98	0.1	101	107	99	103
33	Cc1[nH]n(-c2ccccc2)c(=O)c1C=Nc1cccc2cccnc12	104	42	95	-0.4	105	94	93	98
32	CCCC1C2C(=O)N(c3cccc(C)c3)C(=O)C2ON1c1ccccc1 (stereo not drawn)	86	-1	103	-0.2	107	99	99	109
34	O=C(O)c1cccc(Cn2c(Cl)c(/C=N/NC(=O)c3ccccc3)sc2=O)c1	104	-1	101	0.0	105	113	102	107
35	CN(CC(=O)Nc1cccc(F)c1)CC(=O)Nc1ccccc1-c1ccccc1	114	1	97	0.1	93	100	109	96
40	COc1cc(C)c(CN2CCC(n3nccc3NC(=O)C3CCOC3)CC2)cc1C (stereo not drawn)	94	2	100	0.0	91	100	104	100
23	COc1cccc2cc(C(=O)NCc3ccco3)c(=Nc3ccc(C(=O)O)cc3)oc12	84	-2	99	0.2	99	101	103	102
25	CCN(C(=O)CN1CCN(c2cccc(C(F)(F)F)c2)CC1)c1c(N)n(Cc2ccccc2)c(=O)[nH]c1=O	97	-2	100	0.0	104	107	108	107

Remaining list, next part.
No.	Molecule	CR mimetic SO	AHR activator	RPL19A-GFP yeast	Efflux pump mplx	LAP4 TOR yeast	MEP2 TOR yeast	CIT2 TOR yeast	AGP1 TOR yeast
41	N=C1SC(c2ccccc2)C(=O)N1c1ncc(Cc2ccccc2)s1 (stereo not drawn)	97	5	99	0.6	106	100	93	90
42	CCOC(=O)[C@@H]1[C@H]2COc3ccccc3[C@@H]2N2C(=O)N(c3cccc(Cl)c3)C(=O)[C@]12C	102	0	100	0.0	103	89	70	84
43	CNCC(=O)Nc1ccc(Cl)c(C(F)(F)F)c1	86	0	99	-0.2	102	107	101	102
44	CCC(=O)N(CCC(Cc1ccccc1)c1ccco1)Cc1ccco1 (stereo not drawn)	111	1	90	0.2	103	108	89	93
45	C/C(N)=C(/C#N)C(=O)COC(=O)c1cccc(O)c1	81	1	100	0.0	111	98	104	107
46	COc1cc(CN(C)CC(=O)c2[nH]c(C)c(C(C)=O)c2C)ccc1OC(F)F	83	6	·	0.0	93	89	107	105
47	CCOC(=O)c1nc(N2CCN(C(=O)OCC)CC2)c2c3c(sc2n1)CCCC3	86	-1	99	0.0	100	98	104	103
48	COc1ccc(NC(=O)Nc2ccc(Br)c(C)c2)cc1	98	5	89	-0.1	90	89	94	89
49	CC1CN(C(=O)c2cc3c(=O)n4ccccc4nc3s2)CC(C)O1 (stereo not drawn)	105	0	98	-0.1	107	99	104	100
50	O=C(NCc1ccccn1)C(=O)NN=C1CCCCCCCCCCC1	114	2	97	0.3	97	96	93	103
51	CCCN(CC1CC1)S(=O)(=O)c1ccc(-n2cnnn2)c(OC)c1	94	3	104	0.2	98	99	104	104
52	CC(=O)N1CCC(C(=O)N2CCN(S(=O)(=O)c3cccs3)CC2)CC1	111	1	101	0.2	93	96	108	98
53	COc1ccc(OC)c(Nc2ncnc3c2cnn3-c2cccc(C)c2)c1	85	10	97	-0.2	131	101	97	96
54	Cc1onc(C(=O)NN)c1-c1csc(COc2ccc(Cl)cc2)n1	99	8	90	-0.1	118	87	83	87
